Bioassay records (PubChem BioAssay)
Rv3671c inh = inhibitors of M. tuberculosis serine protease Rv3671c; P9WHR9; inhibition, % at 5.96 µM; 0.048% of 320,000 active; in the data active means inhibition above about 38%;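 further: extracellular domain of Rv3671c used as enzyme; 0% = enzyme with DMSO and 100% = no enzyme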
3CLpro inhibitor = SARS-CoV 3CLpro protease inhibition | AID 1706 | recombinant SARS-CoV 3CLpro, quenched FRET peptide cleavage | P0C6X7 | 0.14% of 290,000 active | inhibition, % at 6 µM; in the data active means inhibition above about 12%
MazEF act = activators of E. coli MazEF toxin-antitoxin RNase; FAM/BHQ RNA-DNA oligo cleavage fluorescence, 5 h; activation, % at 20 µM; 0.32% of 350,000 active; in the data active means activation above about 50%
PriA SSB inh = K. pneumoniae PriA-SSBct interaction inhibition. inhibition, % at 33 µM. 0.6% of 430,000 active. AlphaScreen SSBct-PriA binding, biotinylated peptide; in the data active means inhibition mostly above about 37%, no sharp cut-off; inactive means mostly below about 20%;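 further: plate controls were negative control peptide for no effect and reference peptide for full effect; strong numbers were not always called active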
TcdB inh = inhibitors of Clostridioides difficile toxin B glycohydrolase. 0.24% of 350,000 active. P18177. TcdB glycohydrolase enzymatic assay, plate reader. inhibition, % at 9.99 µM; in the data active means inhibition above about 10%
PrPC surface inh = reduces human prion protein on the cell surface | cell surface PrPC, TR-FRET read-out | inhibition, % at 13.8 µM | 0.43% of 370,000 active | AID 720596; in the data active means inhibition above about 24%; further: 0% = median of the test wells and 100% = reference compound wells
Vc quorum ag = inducers of Vibrio cholerae quorum light production without autoinducers; AID 588436; V. cholerae BH1578 lux reporter, luminescence, 6 h; 0.16% of 350,000 active; activation, % at 18.7 µM; in the data active means activation mostly above about 9.7%, no sharp cut-off; further: not every result past the cut was called active; inactives centre near 0; reference of the scale not given here
CCHFV vOTU inh = blocks the CCHF virus ovarian tumor domain protease; inhibition, % at 11.5 µM; CCHFV vOTU protease, Pep-AMC fluorescence; 0.55% of 370,000 active; in the data active means inhibition above about 30%; further: 0% = vehicle wells with enzyme and 100% = no enzyme wells
Yp Topo-I inh = blocks Yersinia pestis topoisomerase I activity. Y. pestis Topo-I cleavage product accumulation, plate reader. 0.064% of 360,000 active. activity, % at 10 µM; in the data active means activity above about 50%, passing the limit was not always enough; further: inactives centre near 2
VHR inh abs = inhibitors of human VHR1 phosphatase (DUSP3) | inhibition, % at 13.3 µM | 0.52% of 290,000 active | recombinant VHR phosphatase, pNPP absorbance | P51452; in the data active means inhibition above about 50%; further: some compounds called inactive have numbers as strong as hits
Active calls of the source: *; i = inactive; . = no result given; & = joins results of further samples.

SMILES	Rv3671c inh	3CLpro inhibitor	MazEF act	PriA SSB inh	TcdB inh	PrPC surface inh	Vc quorum ag	CCHFV vOTU inh	Yp Topo-I inh	VHR inh abs
Cc1ccc(C)c(S(=O)(=O)/N=C2\C=C(NS(=O)(=O)c3ccccc3)C(=O)c3ccccc32)c1	-47	10	-2	.	1.2	-3	-0.2	30*	9	18
CCCCN(C)CCNC(=O)c1cn(C)c(=O)c2c1c1ccccc1n2C	1	-3	7	-5	0.9	2	-0.5	-4	-4	13
NC1=NC(=O)/C(=C\c2ccc(O)c([N+](=O)[O-])c2)S1	0	0	0	-2	0.9	-13	i	14	12	19
CC1=C(C#N)C(C(F)(F)F)(C(F)(F)F)N=C(c2ccco2)N1	0	0	3	0	.	18	1.0	7	-7	6
CCCCC(SCC(=O)Nc1ccccc1)C(=O)O (stereo not given)	4	-1	-9	-6	.	-3	-0.3	-2	-5	10
Cn1c(=O)c2c(nc(NCCO)n2CCCc2ccccc2)n(C)c1=O	.	-5	9	-10	0.8	8	-0.6	-14	5	12
CC12CCC3C(CC=C4CC(O)CCC43C)C1C/C(=C\c1ccccc1F)C2=O (stereo not given)	-16	4	-27	-2&-1	-0.7	9	-0.4	-4	24	40
O=[N+]([O-])c1ccc(-c2cn3c(n2)SCC3)cc1	-2	.	-3	5	5.8	-43	-0.5	7	-5	.
CC(=O)Nc1ccc(N(CC(=O)NCC2CCCO2)C(=O)CCC(=O)Nc2cc(C)on2)cc1 (stereo not given)	6	4	-9	3	1.0	9	-0.4	5	-4	22
CCCCN(C(=O)CCSc1ccc(F)cc1)c1c(N)n(Cc2ccccc2)c(=O)[nH]c1=O	-9	.	2	-2	-1.9	1	i	6	10	.
COc1ccc(-n2ccsc2=S)cc1	2	-7	6	-6	-0.1	1	-3.6	-4	-9	-4
COc1ccccc1N1CCN(C(=O)c2cc(C)oc2C)CC1	3	0	9	8	1.0	-7	-0.3	-15	-1	7
CCOC(=O)CSCC(=O)Nc1ccc(S(=O)(=O)N2CCCCC2)cc1	2	0	-1	-12	.	7	i	10	7	-2
COc1ccccc1CNC(=O)c1cc(S(=O)(=O)N2CCCCC2)c[nH]1	0	1	1	-10	0.4	1	-0.3	-5	5	2
CC(=O)c1sc(=S)n(-c2ccccc2)c1C	-2	1	-2	-5	-0.3	-9	-0.8	4	-4	22
COCCCNC(=S)Nc1ccc2c(c1)OCCO2	-5	4	6	-5	.	0	i	15	-1	-4
Cc1ccc(-n2nnnc2CSc2nnc(-c3ccc(O)cc3)o2)cc1	0	0	-3	-19	.	9	-0.7	-13	0	-2
CCc1ccccc1N1C(=O)CC(N2CCc3ccccc32)C1=O (stereo not given)	0	-1	-5	-3	-0.2	3	-0.6	1	-6	9
Cc1ccc(S(=O)(=O)NCc2ccncc2)c(C)c1C	12	4	6	-1	0.5	17	-0.3	6	2	26
CCOC(=O)c1ccc(N2CN(CC)CNC2=S)cc1	10	4	8	0	.	6	-0.7	-1	-2	-5
COc1ccc(CC(=O)OCC(=O)c2ccc(F)cc2)cc1	5	.	1	-21	1.6	-1	8.3	4	6	.
O=c1[nH]c(=S)n(-c2ccccc2F)c(O)c1C=NCCN1CCNCC1	-14	-8	-3	-16	0.1	-4	i	-11	3	.
COCCNC(=O)CSc1nc(-c2ccc(OC)c(OC)c2)cc(C(F)(F)F)n1	-7	0	4	2	.	-2	0.0	1	1	-13
COc1ccc(NC(=O)C(C)N=C2NS(=O)(=O)c3ccccc32)cc1S(N)(=O)=O (stereo not given)	-4	.	-4	12	0.0	4	i	-6	1	.

Reprinted from the part before: 4 compounds, followed by the next part.
SMILES	Rv3671c inh	3CLpro inhibitor	MazEF act	PriA SSB inh	TcdB inh	PrPC surface inh	Vc quorum ag	CCHFV vOTU inh	Yp Topo-I inh	VHR inh abs
COc1ccc(CC(=O)OCC(=O)c2ccc(F)cc2)cc1	5	.	1	-21	1.6	-1	8.3	4	6	.
O=c1[nH]c(=S)n(-c2ccccc2F)c(O)c1C=NCCN1CCNCC1	-14	-8	-3	-16	0.1	-4	i	-11	3	.
COCCNC(=O)CSc1nc(-c2ccc(OC)c(OC)c2)cc(C(F)(F)F)n1	-7	0	4	2	.	-2	0.0	1	1	-13
COc1ccc(NC(=O)C(C)N=C2NS(=O)(=O)c3ccccc32)cc1S(N)(=O)=O (stereo not given)	-4	.	-4	12	0.0	4	i	-6	1	.
C[C@@H]1CN([C@H](C)CO)C(=O)CCCn2nncc2CO[C@H]1CN(C)S(=O)(=O)c1ccc(Cl)cc1	.	.	8	.	1.1&1.0	3	-0.4	7	5	.
COC(=O)C1=C(c2ccc(OC(F)(F)F)cc2)C[C@@H]2CC[C@H]1N2C(=O)NCCNC(C)=O	4	.	2	-15	0.3	-3	i	0	-1	.
CN(CC(=O)Nc1cccc(F)c1)C(=O)CCCN1C(=O)c2cccc3cccc(c23)C1=O	8	.	5	-15	0.7	-24	i	-4	2	.
Cc1ccc(-n2c(P(C)(=O)O)nc3ccccc32)cc1	2	-3	0	-10	0.0	11	i	6	5	5
CC(=O)Nc1ccc(N2CCCCC2)c(C(=O)Nc2cccc(C)c2)c1	-6	2	-1	18	.	0	i	13	7	6
CN(C(=O)COC(=O)c1cn(C)c2ccccc12)C1CCCCC1	3	.	2	-5	1.5	-4	-0.3	-6	17	.
C#CCOCCOCCOCCNc1nc(N2CCN(C(=O)CCCCCCCCCCNC(=O)[C@@H](CCC(=O)O)n3cc(CCCCCN)nn3)CC2)nc(N2CCN(C(=O)CCCCCCCCCCNC(=O)[C@@H](CCC(=O)O)n3cc(CCCCCN)nn3)CC2)n1	3	.	16	-1	-0.8	2	3.7	4	21	.
Clc1ccccc1Cc1noc(CN2CCN3CCCC3C2)n1 (stereo not given)	-13	0	3	-1	0.2	-4	1.6	9	4	21
COc1ccc(CCN2CC(C(=O)N(C)CCOc3ccccc3)CCC2=O)cc1 (stereo not given)	6	-3	-1	0	4.8	-7	-3.1	-3	18	2
O=C(CNc1cccc(C(F)(F)F)c1)N/N=C/c1cn(-c2ccccc2)nc1-c1ccccc1	-35	-3	0	.	0.6	0	i	8	0	8
COC(=O)c1ccc2c(=O)n(CCCN3CCCC3=O)c(=S)[nH]c2c1	-6	-1	10	4	0.0	5	i	-9	-3	-4
CN(C)S(=O)(=O)c1ccc(C(=O)N2CCN(S(=O)(=O)c3ccc4c(c3)OCCO4)CC2)cc1	.	.	2	-1	-1.4	2	-1.3	3	-5	.
CC(OC(=O)CNS(=O)(=O)c1ccc(C#N)cc1)C(=O)Nc1ccc(Cl)cn1 (stereo not given)	-10	.	0	-12	-2.6	3	i	5	1	.
CC1CCC(NC(=O)CN2CCN(S(=O)(=O)c3cccs3)CC2)CC1 (stereo not given)	8	.	4	-17	-0.1	6	-0.5	6	12	.
O=C(c1ccco1)N1CCN(Cc2nnc(-c3ccccc3)o2)CC1	3	-2	4	-8	0.4	-6	i	-6	0	24
COc1cc(C(=O)O)c2c(c1C)OC(=O)c1c(C)cc(O)c(C=O)c1O2	3	.	-7	1	.	-4	-0.4	-1	1	.
C=CCn1c(=O)c2c(nc3n2CC(C)CN3Cc2ccccc2)n(C)c1=O (stereo not given)	-3	-5	8	10	0.8	7	i	10	6	18
CCOc1ccc(C(=O)/C=C/c2ccc(SC)cc2)cc1	-8	4	-2	-9	0.8	5	-0.4	-2	3	-16
CCOc1ccc(NS(=O)(=O)c2cc(NC(=O)c3cccc(C)c3)ccc2Cl)cc1	-156	4	-8	4	.	12	-0.4	10	0	22
O=C(NC1CCCC1)C(c1cccnc1)N(CCc1ccccc1)C(=O)c1ccco1 (stereo not given)	-7	5	2	11	2.9	-8	0.3	3	13	2
Cc1ccc(NC2c3ncccc3C(=O)N2C2CCCCC2)cc1C (stereo not given)	-3	-3	-9	-6	.	-2	i	10	-7	-12
Nc1ccc(Oc2ccc([N+](=O)[O-])cc2[N+](=O)[O-])cc1	1	2	2	9	0.5	-27	-1.2	0	9	31
CN(CC(=O)Nc1ccccc1Br)C(=O)CCCSc1nc2ccccc2[nH]1	4	.	-4	-9	1.7	-5	i	4	-4	.
CC(C)(C)NC(=O)/C(=C\c1ccco1)NC(=O)c1cccs1	-3	-1	2	7	-2.1	-4	-0.2	-8	5	5

Record cards, as listed above. Screens in order: Rv3671c inh	3CLpro inhibitor	MazEF act	PriA SSB inh	TcdB inh	PrPC surface inh	Vc quorum ag	CCHFV vOTU inh	Yp Topo-I inh	VHR inh abs
Cc1ccc(NC2c3ncccc3C(=O)N2C2CCCCC2)cc1C (stereo not given) is listed with -3	-3	-9	-6	.	-2	i	10	-7	-12
CCOc1ccc(NS(=O)(=O)c2cc(NC(=O)c3cccc(C)c3)ccc2Cl)cc1 is listed with -156	4	-8	4	.	12	-0.4	10	0	22

Next compounds
SMILES	Rv3671c inh	3CLpro inhibitor	MazEF act	PriA SSB inh	TcdB inh	PrPC surface inh	Vc quorum ag	CCHFV vOTU inh	Yp Topo-I inh	VHR inh abs
CN1CCN(c2ccc(S(C)(=O)=O)cc2[N+](=O)[O-])CC1	-2	2	-5	-11	0.8	-3	-0.6	-11	0	-4
O=C(Oc1cc(=O)n2ccccc2n1)c1ccccc1	8	1	-4	5	1.0	3	-0.4	-22	5	15
Cc1ccc(C)c2sc(N3CCN(C(=O)c4ccc([N+](=O)[O-])o4)CC3)nc12	-6	.	-5	2	3.0	4	0.7	-2	0	.
COC(=O)N/N=C/c1ccccc1OCc1ccccc1	4	4	0	.	-0.2	7	-0.3	-6	6	3
Cc1cc2c(C)nc(N/N=C/c3ccc(F)cc3)nc2o1	2	-1	-2	.	0.5	7	-0.5	15	-4	9
O=c1cc(O)nc(SCc2ccccc2)[nH]1	-4	5	4	-10	.	3	.	0	-4	0
CCOC(=O)c1csc(NC(=O)c2cc(OC)c(OC)c(OC)c2)n1	-10	-4	3	15&-9	.	23	-0.5	8	-7	-2
CCN(CC)c1ccc(C(=C2C=CC(=[N+](CC)CC)C=C2)c2ccc(N(CC)CC)cc2)cc1	.	.	-3	111	7.4	-143	-0.6	26	-40	.
O=C(O)CCn1cc(/C=N/O)c(-c2cccc([N+](=O)[O-])c2)n1	2	-3	-6	.	0.9	-19	-0.4	-12	5	26
O=c1cccc2n1CC1CC2CN(Cc2cccc(Cl)c2Cl)C1 (stereo not given)	12	0	-4	-12	.	10	-0.4	-5	39	29
CCN1C(=O)c2ccc(C(=O)Nc3c(C)cc(C)cc3C)cc2C1=O	-1	2	1	5	-0.6	-7	0.8	-1	-2	18
CC(=NO)C1CCC2C3CCC4=CC(=NO)CCC4(C)C3C(O)CC12C (stereo not given)	.	.	12	-3	2.2	12	17*	11	15	.
COc1ccccc1N1CCN(c2ncnc3c2oc2ccccc23)CC1	-11	-1	-25	-8	.	-6	i	2	9	34
CC1CCCCC1NC(=O)COc1cccnc1[N+](=O)[O-] (stereo not given)	-6	.	0	0	0.5	-11	i	11	16	.
C=CCNC(=S)N1CCC(C(=O)c2ccc(C)cc2)CC1	-2	-5	6	1	0.2	-1	-0.6	-12	-2	21
CCC(C(=O)NC(C)c1ccccc1)C(=O)NC(C)c1ccccc1 (stereo not given)	-1	4	5	13	0.7	6	i	-5	0	2
CC(C)CNC(=O)c1cccc(NC(=O)Cc2ccc(Br)cc2)c1	-3	2	-12	7	.	11	-0.5	5	-3	-12
CCOc1ccc(NC(=O)CCS(=O)(=O)c2ccc(Br)cc2)cc1	4	3	-4	-9	-0.8	3	i	-19	9	-6
COc1ccc(N2C(=O)CCC(C(C)=O)=C2C)cc1	-1	-9	-3	1	.	3	-1.9	-2	-5	19
Cc1ccc(S(=O)(=O)Cc2ccc(C(=O)NCc3ccc4c(c3)OCO4)o2)cc1	-5	-5	-7	-8	.	4	-1.3	-3	9	-2
O=C(O)COCC(=O)NCc1csc2ccccc12	1	-2	6	0	-2.1	-7	i	-10	1	10
CCC(=O)NCCc1cc2ccc(C)cc2[nH]c1=O	12	4	4	-2	-0.1	-5	-0.3	1	-4	-9
C=C(c1ccc(OC)cc1)c1ccc(OC)cc1	-4	5	-6	1	.	5	-0.5	24	14	6
O=S(=O)(NCC1CCCO1)c1ccc(Cl)c2ccccc12 (stereo not given)	.	.	10	.	0.9	0	i	5	17	.
O=C(NC1CCCc2ccccc21)c1ccc(=O)[nH]c1 (stereo not given)	4	2	-7	-1	.	5	3.7	3	4	6

This is a subset; rates above refer to the full screens.
